Compound activity as filed in PubChem BioAssay.
AID2073: inhibitors of Mint1-CaV2.2 protein interaction, biochemical, HTRF (AID 2073); Voltage-dependent N-type calcium channel subunit alpha-1B (Homo sapiens); HTRF protein-protein interaction, Mint1-CaV2.2; higher % means a stronger effect; inhibition, % at 20 µM; hits with a dose series show IC50 in µM; 0.19% of 290,000 active; in the data active = inhibition mostly above about 51%, no sharp cut-off; inconclusive = no clear call, values can overlap the other calls; inactive = mostly below about 53%; note: some results filed as inactive read as strong as hits
HIV fusion peptide: inhibitors of HIV fusion peptide binding, primary screen, biochemical, uHTS, fluorescence dequenching (AID 1986) | cell-free peptide binding, fluorescence dequenching, 30 min; higher % means a stronger effect | one-dose inhibition, % at 20 µM; IC50 in µM for titrated hits | 0.3% of 290,000 active; in the data active = inhibition mostly above about 52%, no sharp cut-off; inactive = mostly below about 76%; note: some results filed as inactive read as strong as hits
Ins promoter up: insulin promoter activators in MIN6 cells, imaging, high-content screening, mouse beta cells | 0.3% of 190,000 active | z-score at 5 µM | MIN6 insulin promoter-GFP reporter; hits give high values | AID 1625, 2009;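 active = z-score above 3 at 5 µM with at least 500 cells counted in the well; inconclusive = wells under 500 cells, flagged as cytotoxic or low count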
MT stabilize HCS: microtubule stabilizers in HeLa cells, primary screen, imaging, high-content imaging. % tubulin-high responders, % at 10 µM. AID 2205, 2009. 0.83% of 200,000 active. HeLa tubulin immunostaining HCS, 24 h; share of cells brighter than vehicle mean+2SD;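 active = plate Z-score above 3 for both tubulin-high and condensed-nucleus cell shares, with cell loss under 80%, at 10 µM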;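 note: anti alpha tubulin signal scored within the nucleus-defined area of each cell; some results filed as inactive read as strong as hits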
Autophagy HCS: autophagy modulators in MEF cells, primary screen, imaging, high-content, MEF GFP-LC3 | 0.98% of 190,000 active | MEF GFP-LC3 puncta imaging; test concentration mostly 10 µM | calls only at 10 µM (by protocol) | AID 463193, 2010;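 active = percentage of spot-positive cells more than 3 SD above its plate mean, without a fluorescence outlier flag or 80% toxicity; inconclusive = no clear call, values can overlap the other calls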;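 note: spot-positive cell cutoff set from DMSO-treated cells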
Yfh1-off respiration: enhancers of respiration in Yfh1-depleted yeast, dose response, Friedreich's ataxia, plus single-dose screen (AID 1465) | S. cerevisiae Yfh1-off respiration, WST-1 reduction, 72 h; higher fold induction means a stronger effect | one-dose fold induction at 50 µM; EC50 in µM for titrated hits | 0.074% of 220,000 active;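 active = fold induction of absorbance versus untreated yeast above a set limit, then at least 30% activation at any dose in follow-up; inconclusive = repeats straddling the limit, or above it without dose testing; inactive = fold induction below the set limit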;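 note: activators that raise dye reduction in frataxin-depleted yeast; strong numbers were not always called active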
bCat nuc transl: modulators of beta-catenin nuclear translocation, primary screen, imaging, HeLa cells, immunofluorescence, high-content; nuclear translocation activity, % at 5 µM; 0.3% of 190,000 active; AID 1665, 2009;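 active = nuclear translocation activity above 50% at 5 µM, with a well cell count of 50 or more; inconclusive = wells under 50 cells across six images, flagged as toxic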;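 note: per-cell ratio of nuclear to cytoplasmic median beta-catenin stain intensity; plate controls were DMSO negative control for no effect and GSK-3 inhibitor IX positive control for full effect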
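Test system: HeLa cells, endogenous beta-catenin; Compound: single 5 µM dose plus 0.02–20 µM confirmation series; Times: compound exposure 24 h at 37°C; Signal: fluorescence imaging of beta-catenin antibody stain plus DAPI; Read-out: % activation, nuclear-to-cytoplasmic median beta-catenin signal ratio per cell.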
Dynein cargo inh: inhibitors of GR-EGFP nuclear translocation, primary screen, dynein cargo transport inhibitor project, imaging, high-content, 3617.4 mouse cells. z-score, hits read low. 0.47% of 220,000 active. test concentration mostly 20 µM; stimulated with dexamethasone, 1 µM; hits give low values. AID 1381, 2008;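 active = plate z-score of nuclear minus cytoplasmic receptor signal below a set negative limit, without overly bright fluorescence or cell loss, cut at about -3.5 in these data, passing the limit was not always enough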;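 note: z-score of nuclear minus cytoplasmic ring GR-EGFP intensity difference per well; some compounds called inactive have numbers as strong as hits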
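Buffer or medium: tet-free, stripped-serum medium; Also added: dexamethasone, 1.0 µM final; Technique: high-content fluorescence imaging after fixation; Times: 48 h induction, 1 h compound, 30 min dex at 37 °C; Read-out: per-cell GR-EGFP intensity, nucleus versus surrounding cytoplasmic ring, well-averaged.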
WT yeast gro inh: growth inhibition of WT strain, primary screen, mitochondrial fusion inhibitor project, WT and mutant strains, chemical genetic. mitochondrial fusion phenotypic screen. inhibition, % at 10 µM. 2.1% of 190,000 active. AID 1362, 2008; in the data active = inhibition above about 58%; tested in S. cerevisiae
WT yeast gro inh mutant strain: also measured in WT yeast gro inh; calls as there; inhibition, %; mitochondrial fusion phenotypic screen, mutant strain inhibition
Dynein cargo inh cytoplasmic EGFP: second read-out of Dynein cargo inh, no call of its own (marks repeat the call); z-score; measured here: cytoplasmic GR-EGFP intensity; hits give high values
Dynein cargo inh nuclear GR-EGFP: second read-out of Dynein cargo inh, no call of its own (marks repeat the call); z-score; measured here: nuclear GR-EGFP intensity;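 lower value marks the stronger effect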
Dynein cargo inh cell count: recorded beside Dynein cargo inh, whose call it bears; z-score; measured here: cell count per field
Ins promoter up cell count: recorded beside Ins promoter up, whose call it bears; cell count; measured here: cytotoxicity, nuclei count;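 total cells summed across four imaged fields per well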
bCat nuc transl cell count 5 µM: also measured in bCat nuc transl; calls as there; cell count; measured here: cell count, cytotoxicity flag
MT stabilize HCS Hoechst-high %: further read-out of MT stabilize HCS, marked with its call; % Hoechst-high responders; measured here: nuclear condensation Hoechst responders;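 share of cells brighter than vehicle mean plus two SD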
MT stabilize HCS cytotoxicity %: second read-out of MT stabilize HCS, no call of its own (marks repeat the call); toxicity, %; measured here: cytotoxicity by cell density;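 0% = mean cell density of plate MIN control wells and 100% = no cells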
Autophagy HCS cell loss 18 h: recorded beside Autophagy HCS, whose call it bears; toxicity, %; measured here: cell loss, nuclei count;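 cell loss after 18 h compound exposure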
The depositor's hits bear a star; i = inactive; u = inconclusive; x = not tested or not shown. Some of the compounds tested, so the mix of outcomes need not match the whole.

SMILES	AID2073	HIV fusion peptide	Ins promoter up	Ins promoter up cell count	MT stabilize HCS	MT stabilize HCS Hoechst-high %	MT stabilize HCS cytotoxicity %	Autophagy HCS	Autophagy HCS cell loss 18 h	Yfh1-off respiration	bCat nuc transl	bCat nuc transl cell count 5 µM	Dynein cargo inh	Dynein cargo inh cytoplasmic EGFP	Dynein cargo inh nuclear GR-EGFP	Dynein cargo inh cell count	WT yeast gro inh	WT yeast gro inh mutant strain
CC(C)OP(=O)(OC(C)C)C(O)c1ccc(Br)cc1 (stereo not drawn)	-7%	-2.6%	1.1	1467	1.8	1.2	9.0	i	7	i	1.2	1091	0.36	-0.23	0.34	-0.028	-3	9
CCC12CN3CCN(CC(C3)C1O)C2 (stereo not drawn)	12%	-0.3%	0.18	1234	4.1	2.1	6.6	i	3	i	-2.1	1280	0.97	-0.21	0.24	-1.3	-11	5
Cc1sc2ncn(CC(=O)NCC(=O)N3CCC4(CC3)OCCO4)c(=O)c2c1C	3%	0.0%	0.24	1216	2.4	3.2	4.7	i	0	i	-0.9	1068	-0.15	-0.2	0.14	0.52	-7	-44
CCN(CC)S(=O)(=O)c1ccc(C)c(NCC(=O)Nc2ccc(C#N)c(Cl)c2)c1	2%	0.2%	-0.24	1268	2.1	3.0	11	i	-5	i	-2.1	507	-0.41	-0.24	-0.15	0.73	9	5
CCN(CC)CCCN=C(C)c1c(O)n(-c2ccc(C)cc2)c(=O)[nH]c1=O	8%	1.2%	-0.1	1111	5.1	5.4	8.1	i	8	i	-7.9	973	0.058	-0.29	0.17	-0.33	11	11
O=C1OCCN1P(=O)(c1ccccc1)c1ccccc1	-9%	-2.5%	0.1	1362	5.4	2.5	4.1	i	14	i	-1.5	726	0.1	-0.21	0.34	0.14	-6	-14
COCC(C)OC(=O)c1c(N)n(Cc2ccco2)c2nc3ccccc3nc12 (stereo not drawn)	46%	49%	x	x	2.8	2.2	12	i	11	i	-8.7	1033	-0.7	-0.41	-0.41	1.1	7	1
Clc1cc(Cl)cc(NC2=NCCS2)c1	-4%	-1.3%	0.13	1447	x	x	x	x	x	i	1.5	1284	0.0056	-0.14	-0.24	0.34	x	x
C1=C(c2ccccc2)CCNC1	1%	-0.5%	-0.22	1039	x	x	x	x	x	i	-0.1	1351	0.61	-0.05	0.24	-0.41	x	x
CC1OC(NCCc2ccccc2)C(O)C(O)C1O (stereo not drawn)	1%	-1.5%	x	x	3.2	2.3	2.4	i	-1	x	-0.4	1019	1.9	-0.28	1.4	0.91	-5	-1
O=c1[nH]c(=O)n(-c2cccc(Cl)c2)c(O)c1C=NCCN1CCCCC1	u	0.9%	x	x	2.9	2.3	13	i	3	i	-3.3	1175	1.9	-0.43	0.6	-0.55	3	7
C(=NC12CN3CN(CN(C3)C1)C2)c1cccs1	0%	1.6%	-1.1	1543	0.9	1.0	4.9	i	2	i	-2.0	1361	-1.2	-0.38	-0.55	0.42	27	-1
CC(=NCc1ccco1)c1c(O)n(-c2ccc(Cl)cc2)c(=O)[nH]c1=O	6%	0.2%	-0.7	1327	x	x	x	x	x	i	0.8	1341	0.35	0.13	0.15	-0.56	x	x
COc1ccc(-n2c(O)c(C(C)=NCC3CCCO3)c(=O)[nH]c2=O)cc1 (stereo not drawn)	7%	-1.4%	1	1394	x	x	x	x	x	i	0.6	1353	-0.16	-0.26	-0.19	0.53	x	x
CC12CN3CC(C)(CN(C1)C3c1ccco1)C2=O (stereo not drawn)	12%	10%	0.26	1300	4.1	2.4	8.2	i	-2	i	-4.9	961	-0.51	-0.32	-0.25	1.2	9	1
CC(=O)Nc1ccccc1C(=O)OCc1ccc(C(=O)c2ccccc2)cc1	10%	0.5%	-0.67	534	1.3	1.2	5.4	i	8	i	1.1	1411	0.0023	-0.22	-0.19	0.24	17	-9
C=CCn1c(O)c(C(CC)=Nc2ccc3c(c2)CCC3)c(=O)[nH]c1=O	-8%	-1.7%	0.12	1163	x	x	x	x	x	i	0.9	1330	-0.76	-0.27	0.24	0.16	x	x
CCCCCCn1c(O)c(C=NCCN2CCOCC2)c(=O)[nH]c1=O	-2%	6.0%	0.65	1212	2.5	1.3	3.1	i	8	i	-0.1	546	0.055	-0.22	0.65	-0.076	-3	-8
O/N=C1\CCC2CN(C3CCCCC3)CC2C1 (stereo not drawn)	-3%	0.7%	-0.07	1429	4.0	1.5	5.1	i	2	i	-1.4	1147	-0.064	-0.19	0.56	-0.3	8	-3
O=[N+]([O-])c1ccc(N2CCOCC2)c2cccnc12	5%	-2.9%	-0.72	1352	2.6	1.3	6.5	i	-23	i	-2.1	1047	-0.51	-0.29	-0.31	0.64	1	11
O=C(c1ccc(Cl)cc1)C1CCCN(Cc2cccc3cnccc23)C1 (stereo not drawn)	2%	0.4%	-1.1	1453	4.7	1.3	6.9	i	22	i	-2.0	1013	-1.3	-0.26	-0.49	0.97	42	40
CC(=NCCc1c[nH]c2ccccc12)c1c(O)n(Cc2ccccc2)c(=O)[nH]c1=O	19%	1.6%	-0.3	937	x	x	x	x	x	i	0.0	1352	1.2	-0.21	0.54	-1.4	x	x
O=S(=O)(c1ccccc1)N1CN2CCN(C2)C1	2%	-3.1%	0.94	1169	4.2	1.8	6.5	i	13	i	0.3	1063	0.22	-0.17	0.42	-0.75	-22	-7
CCOC(=O)C1CCN(/C=C2\C(=O)NC(=S)N(CC)C2=O)CC1	6%	0.1%	2	1399	4.3	2.3	9.9	i	6	i	-0.4	1496	0.74	-0.21	0.093	-0.47	-7	-2
CCN(CC)c1ccc(/C=C2\C(=O)NC(=O)N(Cc3ccco3)C2=O)cc1	69%	84%*	x	x	1.5	3.2	4.4	i	-1	i	-1.3	1112	0.37	-0.095	0.27	-1.9	-7	2
CC(C)(C)NC(=O)NC(=O)CN1CC=C(c2ccccc2)CC1	6%	0.1%	-0.54	1365	3.6	0.7	10	i	10	i	-0.2	1127	-0.67	-0.073	-0.55	-0.11	-4	11
O=C(CCCOc1ccc(Cl)cc1Cl)N1CCC2(CC1)OCCO2	-9%	2.0%	-0.24	1242	3.0	1.8	5.6	i	-3	i	-0.6	1139	-0.59	-0.26	-0.3	1	25	28
CCC(C)OC(=O)c1c(N)n(Cc2cccs2)c2nc3ccccc3nc12 (stereo not drawn)	8%	-0.8%	0.77	870	2.1	1.4	7.6	i	34	i	-4.7	991	-0.76	-0.21	-0.25	0.63	18	21
CN(C)c1ccc(/C=C2/C(=N\O)C3CCN2CC3)cc1	-24%	0.7%	-0.37	1170	x	x	x	x	x	i	1.1	1248	-0.25	-0.24	-0.021	0.12	x	x
Cc1nn(Cc2ccccc2)c(C)c1C(=O)OCC(=O)Nc1ccccc1SCC#N	-7%	1.3%	1.6	1095	2.2	2.0	6.9	i	-24	i	-1.8	933	-0.49	0.58	-0.11	0.27	-8	7
S=C1NC2(CCCCC2)NC12CCCCC2	7%	0.5%	0.22	1378	x	x	x	x	x	i	0.4	1098	-0.25	-0.26	-0.39	0.36	x	x
CC(=O)c1cccc(OCC(O)CN2CC=C(c3ccccc3)CC2)c1 (stereo not drawn)	-4%	-1.0%	-0.14	1216	6.6	1.6	1.2	i	13	i	1.5	725	1.5	0.21	0.97	-2.1	4	13
Cc1ccc2c(c1)N(N=O)CCC2	-10%	-1.0%	-0.24	1270	1.9	3.0	5.6	i	-17	i	-6.0	589	-0.95	-0.18	-0.79	1.1	-15	4
Cc1nc2ccccc2c(=O)n1-c1cccnc1	-4%	0.6%	-0.61	889	6.2	4.1	1.2	i	1	i	-3.7	1138	-0.96	-0.33	-0.38	0.5	10	10
CC(=NCc1cccnc1)c1c(O)n(-c2ccccc2C)c(=O)[nH]c1=O	10%	2.2%	1.5	997	0.9	1.7	5.8	i	-3	i	x	x	-0.49	-0.032	-0.14	0.78	3	-5
Cc1ccc(-n2c(O)c(C=Nc3ccc(S(=O)(=O)N(C)C)cc3)c(=O)[nH]c2=O)cc1	-1%	2.9%	0.14	929	2.7	1.0	3.9	i	-12	i	x	x	-0.76	-0.2	0.084	0.71	17	20

Compound profiles, as listed above. Order of values: AID2073	HIV fusion peptide	Ins promoter up	Ins promoter up cell count	MT stabilize HCS	MT stabilize HCS Hoechst-high %	MT stabilize HCS cytotoxicity %	Autophagy HCS	Autophagy HCS cell loss 18 h	Yfh1-off respiration	bCat nuc transl	bCat nuc transl cell count 5 µM	Dynein cargo inh	Dynein cargo inh cytoplasmic EGFP	Dynein cargo inh nuclear GR-EGFP	Dynein cargo inh cell count	WT yeast gro inh	WT yeast gro inh mutant strain
CC(=NCCc1c[nH]c2ccccc12)c1c(O)n(Cc2ccccc2)c(=O)[nH]c1=O as listed: 19%	1.6%	-0.3	937	x	x	x	x	x	i	0.0	1352	1.2	-0.21	0.54	-1.4	x	x
Cc1nc2ccccc2c(=O)n1-c1cccnc1 as listed: -4%	0.6%	-0.61	889	6.2	4.1	1.2	i	1	i	-3.7	1138	-0.96	-0.33	-0.38	0.5	10	10
